TcdB GH inh: blocks C. difficile toxin B glycohydrolase activity; P18177; inhibition, % at 9.99 µM; TcdB glycohydrolase enzymatic assay, plate reader; actives 0.24% (n = 350,000); AID 652162; in the data active = inhibition above about 10%
* hit, by the source's call. An excerpt; rates above refer to the full screens.

SMILES	TcdB GH inh
COc1ccc2c3c([nH]c2c1)[C@H](CO)N(C(=O)Nc1ccc(F)cc1)CC31CCN(C(=O)Cc2ccncc2)CC1	-0.5
CCCN1[C@@H]2c3ccc(-c4ccncc4)c(=O)n3C[C@H]1[C@H](CO)[C@H]2C(=O)N1CCCCC1	-1.2
C[C@H]1CN([C@@H](C)CO)C(=O)c2cc(NC(=O)CCCCCC(=O)Nc3ccccc3N)ccc2O[C@H]1CN(C)CC1CCCCC1	-0.1
COc1ccc(NC(=O)N(C)C[C@@H]2OCCCC[C@@H](C)Oc3ccc(NC(=O)NC4CCCCC4)cc3C(=O)N([C@@H](C)CO)C[C@H]2C)cc1	-0.2
Cc1ccccc1-c1cnc2c(c1)C(=O)N([C@H](C)CO)C[C@H](C)[C@H](CN(C)Cc1cccnc1)O2	-0.2
C[C@@H]1CN([C@H](C)CO)S(=O)(=O)c2ccc(C#CC3CC3)cc2O[C@@H]1CN(C)Cc1ccccc1F	0.5
COCC#Cc1cnc2c(c1)C(=O)N([C@H](C)CO)C[C@@H](C)[C@@H](CN(C)C(=O)Nc1ccc(OC)cc1)O2	-1.9
COc1ccccc1-c1ccc2n(c1=O)C[C@@H]1[C@@H](CO)[C@H](C(=O)N[C@@H](C)c3ccccc3)[C@H]2N1C	-0.3
O=C(Nc1ccccc1)N1CCCCN2[C@H](CO)[C@@H](c3ccc(C#Cc4cccnc4)cc3)[C@H]2C1	0.8
COCCNC(=O)C[C@@H]1CC[C@H]2[C@@H](COc3ccc(NC(=O)Nc4ccccc4)cc3C(=O)N2C)O1	0.5
COc1ccc(-c2ccc(C3[C@H]4CNC[C@@H]3N4C(=O)Nc3ccc(F)cc3)cc2)cc1 (stereo not given in full)	0.8
C[C@@H]1CCCCO[C@H](CN(C)C(=O)C2CCCCC2)[C@H](C)CN([C@@H](C)CO)C(=O)c2cc(NC(=O)Nc3cccc4ccccc34)ccc2O1	-0.7
Cc1noc(C)c1NC(=O)Nc1ccc2c(c1)CC(=O)N([C@@H](C)CO)C[C@@H](C)[C@@H](CN(C)Cc1ccc3c(c1)OCO3)O2	-0.4
CCCC#Cc1ccc([C@H]2[C@H](CO)N3CCCCN(C(=O)Cc4ccccn4)C[C@@H]23)cc1	0.0
COc1ccc2c3c(n(C)c2c1)[C@H](CO)N(C(C)=O)CC31CCN(S(=O)(=O)c2ccccc2)CC1	-1.1
CCC(=O)Nc1ccc2c(c1)OC[C@H](C)N(C(=O)Cc1ccccn1)C[C@H](C)[C@H](OC)CN(C)C2=O	-1.8
C[C@H](CO)N1C[C@H](C)[C@@H](CN(C)Cc2ccc3c(c2)OCO3)OCCCC[C@H](C)Oc2ccc(NC(=O)c3ccncc3)cc2C1=O	-0.2
COc1ccc(S(=O)(=O)N(C)C[C@@H]2Oc3c(NC(=O)c4cnccn4)cccc3C(=O)N([C@H](C)CO)C[C@H]2C)cc1	0.4
C[C@H]1CCCCO[C@@H](CN(C)Cc2ccc(C(F)(F)F)cc2)[C@@H](C)CN([C@@H](C)CO)C(=O)c2cc(NS(=O)(=O)c3cccs3)ccc2O1	1.0
O=C1O[C@@H](c2ccccc2)[C@@H](c2ccccc2)N2[C@@H](c3ccc(O)cc3)[C@]3(C(=O)Nc4ccc(C#CC5(O)CCCCCC5)cc43)[C@@H](C(=O)N3CCN(c4ncccn4)CC3)[C@H]12	1.7
COc1ccc(NC(=O)N(C)C[C@H]2Oc3ccc(NC(=O)CCN4CCOCC4)cc3C(=O)N([C@@H](C)CO)C[C@@H]2C)cc1	0.7
O=C(NCC[C@@H]1CC[C@H](NC(=O)C2CCCC2)[C@@H](CO)O1)c1ccc(F)cc1	-0.4
C[C@@H]1CN([C@H](C)CO)S(=O)(=O)c2ccc(C#CC(C)(C)O)cc2O[C@@H]1CN(C)C(=O)C1CCCCC1	1.0
COc1ccc(NC(=O)N(C)C[C@H]2Oc3ccc(NC(=O)c4ccncc4)cc3C(=O)N([C@@H](C)CO)C[C@H]2C)cc1	0.1
C[C@@H](NC(=O)C[C@H]1C[C@@H]2c3cc(NC(=O)CC4CC4)ccc3O[C@@H]2[C@@H](CO)O1)c1ccccc1	-0.7

(cont.)
SMILES	TcdB GH inh
COc1cccc(CN2[C@@H](CO)[C@@H]3c4ccccc4N(C(=O)CC(F)(F)F)C[C@@H]32)c1	-1.4
COc1cccc(-c2ccc([C@@H]3[C@H]4CN(C(=O)C5CC5)CC(=O)N4[C@H]3CO)cc2)c1	0.4
COCc1cn(CC[C@H]2CC[C@H](NC(=O)c3ccc(F)cc3)[C@H](CO)O2)nn1	1.3
C[C@H]1CN([C@@H](C)CO)C(=O)Cc2cc(NC(=O)CCN3CCOCC3)ccc2O[C@@H]1CN(C)Cc1ccc(C(=O)Nc2ccccc2N)cc1	2.1
Cc1ccc(S(=O)(=O)N[C@@H]2CCCN(Cc3ccc(OCCO)cc3)C2)cc1	-0.5
Cn1cnc(S(=O)(=O)N[C@@H]2CC[C@H](CC(=O)Nc3ccc(-c4ccccc4)cc3)O[C@H]2CO)c1	0.8
CC1C=NC(S(=O)(=O)N2CC[C@@H]3[C@@H](CO)N(C)c4ccc(-c5ccccc5F)cc4[C@@H]32)=N1 (stereo not given in full)	0.8
COc1ccccc1NC(=O)N1CCCCN2[C@H](CO)[C@@H](c3ccc(C#Cc4ccccc4)cc3)[C@@H]2C1	0.5
O=C(Cc1ccccn1)NCC[C@@H]1CC[C@H](NC(=O)Nc2ccc(F)cc2)[C@@H](CO)O1	-1.0
C[C@@H]1CCCCO[C@H](CN(C)Cc2ccc(Cl)c(Cl)c2)[C@@H](C)CN([C@H](C)CO)C(=O)c2cc(NS(=O)(=O)c3cn(C)cn3)ccc2O1	1.2
COc1ccc(S(=O)(=O)N(C)C[C@H]2OCCCC[C@@H](C)Oc3ccc(NC(=O)C4CCCCC4)cc3C(=O)N([C@H](C)CO)C[C@@H]2C)cc1	0.5
C[C@H]1CN([C@@H](C)CO)C(=O)Cc2cc(NS(=O)(=O)c3ccc(F)cc3)ccc2O[C@@H]1CN(C)C(=O)Nc1ccc(F)cc1	-0.6
COc1ccc2c3c([nH]c2c1)[C@H](CO)N(S(C)(=O)=O)CC31CCN(C(=O)c2cccnc2)CC1	0.0
CN(C)CC(=O)N[C@H]1CC[C@H](CC(=O)NCc2ccc(Cl)cc2)O[C@@H]1CO	0.5
CN1[C@H](CO)[C@@H]2c3ccccc3N(C(=O)Nc3ccccc3F)C[C@@H]21	-1.5
COc1ccc(CNC(=O)C[C@H]2CC[C@@H](NC(=O)c3ccc4c(c3)OCO4)[C@H](CO)O2)cc1	-0.2
CN(C)CCCNC(=O)[C@H]1[C@H](CO)[C@H]2Cn3c(ccc(-c4ccccc4)c3=O)[C@@H]1N2C(=O)CC1CC1	0.1
O=C(C[C@H]1C[C@@H]2c3cc(NC(=O)NC4CCCC4)ccc3O[C@@H]2[C@H](CO)O1)NCc1ccccc1F	0.0
C[C@@H]1CN([C@H](C)CO)C(=O)c2cccc(NC(=O)Nc3ccccc3)c2O[C@@H]1CN(C)S(C)(=O)=O	1.0
CO[C@H]1CN(C)C(=O)c2cc(NC(=O)C3CCCC3)ccc2OC[C@H](C)N(CCC(F)(F)F)C[C@H]1C	0.5
O=C(C[C@@H]1CC[C@H]2[C@@H](COC[C@H](O)CN2C(=O)c2cnccn2)O1)NCc1ccc(Cl)cc1	0.1
C[C@@H]1CCCCO[C@H](CN(C)S(=O)(=O)c2ccc(Cl)cc2)[C@@H](C)CN([C@@H](C)CO)C(=O)c2cc(NC(=O)Cc3ccccc3)ccc2O1	1.1
O=C(N[C@@H]1CC[C@H](CCNS(=O)(=O)c2ccc(F)cc2)O[C@H]1CO)C1CCC1	1.1
Cc1noc(C)c1NC(=O)Nc1ccc2c(c1)C(=O)N([C@@H](C)CO)C[C@@H](C)[C@H](CN(C)C(=O)NC(C)C)O2	-0.9
Cc1noc(C)c1NC(=O)N(C)C[C@H]1Oc2ccc(NC(=O)Nc3ccc(F)cc3)cc2C(=O)N([C@H](C)CO)C[C@@H]1C	-1.1

In another format: results already given
structure,TcdB GH inh
CN1[C@H](CO)[C@@H]2c3ccccc3N(C(=O)Nc3ccccc3F)C[C@@H]21,-1.5
COc1ccc(CNC(=O)C[C@H]2CC[C@@H](NC(=O)c3ccc4c(c3)OCO4)[C@H](CO)O2)cc1,-0.2
CN(C)CCCNC(=O)[C@H]1[C@H](CO)[C@H]2Cn3c(ccc(-c4ccccc4)c3=O)[C@@H]1N2C(=O)CC1CC1,0.1
O=C(C[C@H]1C[C@@H]2c3cc(NC(=O)NC4CCCC4)ccc3O[C@@H]2[C@H](CO)O1)NCc1ccccc1F,0.0
C[C@@H]1CN([C@H](C)CO)C(=O)c2cccc(NC(=O)Nc3ccccc3)c2O[C@@H]1CN(C)S(C)(=O)=O,1.0
CO[C@H]1CN(C)C(=O)c2cc(NC(=O)C3CCCC3)ccc2OC[C@H](C)N(CCC(F)(F)F)C[C@H]1C,0.5
O=C(C[C@@H]1CC[C@H]2[C@@H](COC[C@H](O)CN2C(=O)c2cnccn2)O1)NCc1ccc(Cl)cc1,0.1

The list continues:
SMILES	TcdB GH inh
Cc1ccc(S(=O)(=O)N[C@@H]2C=C[C@H](CC(=O)N3CCC(Cc4ccccc4)CC3)O[C@H]2CO)cc1	-2.2
Cc1ccc(S(=O)(=O)NCC[C@H]2CC[C@@H](NC(=O)CC3CC3)[C@@H](CO)O2)cc1	1.5
C[C@H]1CCCCO[C@H](CN(C)S(=O)(=O)c2ccccc2)[C@@H](C)CN([C@@H](C)CO)C(=O)c2cc(NS(=O)(=O)c3cn(C)cn3)ccc2O1	0.5
COc1ccc(NC(=O)N2C[C@H](O)COC[C@H]3O[C@@H](CC(=O)N4CCN(C)CC4)CC[C@@H]32)cc1	0.8
Cc1ccccc1S(=O)(=O)N1C[C@@H](O)COC[C@H]2O[C@@H](CC(=O)NCc3ccccc3Cl)CC[C@@H]21	0.2
CO[C@H]1CN(C)C(=O)c2cc(NS(C)(=O)=O)ccc2OC[C@@H](C)N(C(=O)CC2CC2)C[C@H]1C	0.3
CC(C)CC#Cc1ccc2c(c1)O[C@@H](CN(C)Cc1ccccc1F)[C@@H](C)CN([C@@H](C)CO)S2(=O)=O	-1.1
C[C@H]1CN([C@@H](C)CO)C(=O)c2cc(NC(=O)CCCN(C)C)ccc2O[C@@H]1CN(C)C(=O)Nc1cccc2ccccc12	0.0
CCNC(=O)Nc1ccc2c(c1)C(=O)N(C)[C@H]1CC[C@@H](CC(=O)N[C@H](C)c3ccccc3)O[C@@H]1CO2	-0.1
C[C@@H]1CN([C@@H](C)CO)C(=O)Cc2cc(NC(=O)Nc3ccc4c(c3)OCO4)ccc2O[C@H]1CN(C)C(=O)NC1CCCCC1	0.2
CNC[C@H]1OCCCC[C@@H](C)Oc2ccc(N(C)C)cc2C(=O)N([C@@H](C)CO)C[C@H]1C	-25
COc1ccc(NC(=O)N2C[C@@H]3[C@H](c4ccccc42)[C@@H](CO)N3C(=O)C2CC2)cc1	-0.5
Cc1ccc(S(=O)(=O)Nc2ccc3c(c2)C(=O)N([C@@H](C)CO)C[C@H](C)[C@@H](CN(C)Cc2ccc(C(F)(F)F)cc2)OCCCC[C@H](C)O3)cc1	-0.3
CO[C@H]1CN(C)C(=O)c2cc(NC(C)=O)ccc2OC[C@H](C)N(C(=O)Cc2cccnc2)C[C@@H]1C	-0.7
COc1ccc(S(=O)(=O)Nc2ccc3c(c2)C(=O)N([C@H](C)CO)C[C@@H](C)[C@@H](CN(C)C)OCCCC[C@H](C)O3)cc1	-0.3
C[C@H]1CN([C@@H](C)CO)C(=O)c2cc(NC(=O)c3ccncc3)ccc2O[C@@H]1CN(C)C(=O)Nc1ccc2c(c1)OCO2	0.3
O=C(CC1CC1)N[C@H]1CC[C@@H](CCNS(=O)(=O)c2ccc(Cl)cc2)O[C@H]1CO	-1.0
Cc1ccc(-c2ccc(C3[C@H]4CNC[C@@H]3N4Cc3ccc(F)cc3)cc2)cc1 (stereo not given in full)	0.8
COC(=O)c1c2oc(c1C(=O)OC)C(=O)N(C)Cc1cn(nn1)C[C@@H](Cc1ccccc1)NC(=O)N[C@H](CO)CC2	1.1
C[C@H](CO)N1C[C@H](C)[C@H](CN(C)Cc2ccc(-c3ccccc3)cc2)Oc2ccc(NC(=O)C3CCCCC3)cc2C1=O	-0.3
CN1C(=O)c2cc(NC(=O)c3cccc(C(F)(F)F)c3)ccc2OC[C@@H]2O[C@H](CC(=O)O)CC[C@@H]21	1.0
C[C@H](CO)N1C[C@H](C)[C@H](CN(C)Cc2ccc3c(c2)OCO3)Oc2ccc(NC(=O)C3CC3)cc2CC1=O	-0.3
CCCC#Cc1cnc2c(c1)C(=O)N([C@H](C)CO)C[C@H](C)[C@@H](CN(C)Cc1ccccc1)O2	0.2
C[C@@H]1CN([C@@H](C)CO)C(=O)c2cc(-c3cccc(F)c3)cnc2O[C@@H]1CN(C)Cc1ccccn1	-6.3
COC(=O)C[C@@H]1C[C@H]2c3cc(NC(=O)CN(C)C)ccc3O[C@H]2[C@H](CO)O1	-3.0
C[C@H]1CN([C@@H](C)CO)C(=O)Cc2cc(NC(=O)Cc3cn(C)c4ccccc34)ccc2O[C@@H]1CN(C)C(=O)Nc1ccc(C(F)(F)F)cc1	-0.8
C[C@H]1CN([C@@H](C)CO)S(=O)(=O)c2ccc(C#Cc3ccc(F)cc3)cc2O[C@@H]1CN(C)S(=O)(=O)c1ccc(F)cc1	-0.2
CCC(=O)N1[C@@H]2Cn3c(ccc(-c4cccnc4)c3=O)[C@H]1[C@@H](C(=O)N1CCc3ccccc3C1)[C@@H]2CO	0.5

Quoted from the listing.
`C[C@H]1CN([C@@H](C)CO)C(=O)Cc2cc(NC(=O)Cc3cn(C)c4ccccc34)ccc2O[C@@H]1CN(C)C(=O)Nc1ccc(C(F)(F)F)cc1` in TcdB GH inh is entered as -0.8
`CCNC(=O)Nc1ccc2c(c1)C(=O)N(C)[C@H]1CC[C@@H](CC(=O)N[C@H](C)c3ccccc3)O[C@@H]1CO2` in TcdB GH inh is entered as -0.1

At a glance, part of the list above.
SMILES	TcdB GH inh
COC(=O)C[C@@H]1C[C@H]2c3cc(NC(=O)CN(C)C)ccc3O[C@H]2[C@H](CO)O1	-3.0
C[C@H]1CN([C@@H](C)CO)C(=O)Cc2cc(NC(=O)Cc3cn(C)c4ccccc34)ccc2O[C@@H]1CN(C)C(=O)Nc1ccc(C(F)(F)F)cc1	-0.8
C[C@H]1CN([C@@H](C)CO)S(=O)(=O)c2ccc(C#Cc3ccc(F)cc3)cc2O[C@@H]1CN(C)S(=O)(=O)c1ccc(F)cc1	-0.2
CCC(=O)N1[C@@H]2Cn3c(ccc(-c4cccnc4)c3=O)[C@H]1[C@@H](C(=O)N1CCc3ccccc3C1)[C@@H]2CO	0.5

Screening results deposited in PubChem BioAssay by Broad Institute.
